# GALK inhibitor: qHTS Assay for Inhibitors of Human Galactokinase (GALK); P51570; Purified GALK, Kinase-Glo residual ATP luminescence; Potency, µM (series often up to 57.5 µM), inactives show top-dose activity change, negative = inhibition, most hits filed as inhibitors; hit rate 0.007% among 270,000; AID 1868, 2009; note: potency is the fitted concentration of half-maximal effect; % is set by controls: 0 for no effect and ±100 for the full control effect
# Target sequence (P51570 whole entry, looked up): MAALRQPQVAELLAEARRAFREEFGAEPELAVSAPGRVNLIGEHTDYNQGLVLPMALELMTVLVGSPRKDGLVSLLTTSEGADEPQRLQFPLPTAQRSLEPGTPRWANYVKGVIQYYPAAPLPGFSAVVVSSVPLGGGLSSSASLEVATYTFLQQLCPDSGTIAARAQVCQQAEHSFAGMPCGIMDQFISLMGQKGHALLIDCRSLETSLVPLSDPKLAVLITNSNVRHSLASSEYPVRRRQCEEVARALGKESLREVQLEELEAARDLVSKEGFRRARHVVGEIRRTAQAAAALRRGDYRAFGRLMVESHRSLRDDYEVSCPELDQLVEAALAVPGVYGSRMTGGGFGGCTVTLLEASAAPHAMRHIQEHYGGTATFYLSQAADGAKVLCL
#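 5 nM enzyme, 35 uM ATP, 100 uM galactose, 20 mM HEPES pH8.0, 5 mM MgCl2; 1 h RT; residual ATP by Kinase-Glo Plus luminescence, qHTS format.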
# FBPA coupling cs: qHTS Assay for Inhibitors of Fructose-1,6-bisphosphate Aldolase from Giardia Lamblia: Coupling assay counterscreen; coupling enzyme system counterscreen, AmpLite Red fluorescence; activity change, negative = inhibition, % at 58.2 µM, hits read low; hit rate 0.67% among 290,000; in the data active = activity change below about -30%; note: % is set by controls: 0 for no effect and ±100 for the full control effect
#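 Fluorescence at 525 nm excitation and 598 nm emission measured inhibition of the coupled detection system without aldolase. Compounds (at 57.5 uM final) were preincubated 10 min at room temperature with coupling enzyme reagent before a 20 min substrate/AmpLite Red step.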
# hERG WT inh: qHTS for Inhibitors of KCHN2 3.1: Wildtype qHTS; activity change, % at 1.84 µM; U2OS, BacMam KCNH2, thallium flux FluxOr; hits give low values; AID 720551, 2013; hit rate 0.37% among 340,000;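 active = maximum activity change below -70%; inconclusive = maximum activity change between -70% and -50%; inactive = maximum activity change above -50%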; note: % is set by controls: 0 for no effect and ±100 for the full control effect
#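 U2OS cells were transduced with wild-type KCNH2 virus (2.03 x 10^8 / mL) for 4 h at room temperature, then cultured overnight at 37 C. Thallium flux was read with FluxOr dye. Rate constants were normalized to DMSO controls.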
# BCR signal inh: qHTS Assay to Find Inhibitors of Chronic Active B-Cell Receptor Signaling; Potency, µM (top dose mostly 46.1 µM), for inactives: at the top dose ratio change, negative = lower green/red ratio, usual class: inhibitors; ABC-DLBCL IkBa-CBG/CBR reporter, luminescence ratio, 4 h; AID 493014, 2011; hit rate 0.05% among 340,000; active = well fitted inhibition curve with a large enough effect in the signal ratio, with a control signal flat, not every such curve was filed as active; inconclusive = small, poorly fitted or top-dose-only effect, or effect the other way, or a change in a side signal; the % refers to the signal ratio;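 note: potency is the fitted concentration of half-maximal effect; plate controls were basal doxycycline-induced cells for no effect and cells given 10 µM MG132 for full effect; MG132 reads +100%, hits lower the ratio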
#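 TMD8 human ABC-DLBCL cells with doxycycline-inducible IκBα–green luciferase fusion and unfused red luciferase, in 0.5% FBS medium; compounds up to 46 uM, 4 h at 37C. Green/red luminescence ratio, filter-overlap corrected, fitted to concentration-response curves.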
# CXXC DNA block: qHTS Fluorescence Polarization Assay for Inhibitors of MLL CXXC domain - DNA interaction; Histone-lysine N-methyltransferase 2A (Homo sapiens), Q03164; MLL-CXXC / FITC-HOXA9 DNA fluorescence polarization; Potency, µM (series often up to 115 µM), inactives show at the highest dose activity change, negative = inhibition, usual class: inhibitors; hit rate 0.037% among 290,000; active = well fitted inhibition curve with a large enough effect in the polarisation, with a control signal flat, not every such curve was filed as active; inconclusive = small, poorly fitted or top-dose-only effect, or effect the other way, or a change in a side signal; inactive = no such curve, though single readings can be large or run the other way; the % refers to the polarisation; note: potency is the fitted concentration of half-maximal effect
#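 Fluorescence polarization: 7 uM MLL-CXXC (stock) preincubated 5 min with compounds, then 50 nM fluorescein-HOX-A9 DNA (stock) added; 30 min ambient. Buffer 50 mM Tris-HCl pH 7.5, 50 mM NaCl, 1 mM DTT, 0.05% BSA.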
# Tb PFK block: qHTS Assay to Find Inhibitors of T. brucei phosphofructokinase | ATP-dependent 6-phosphofructokinase (Trypanosoma brucei brucei), O15648 | T. brucei PFK, ADP-Glo luminescence | Potency, µM (titrated, usually from 57.5 µM), without a hit: top-dose activity, negative = inhibition, actives largely listed as inhibitors | hit rate 0.17% among 330,000;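 note: potency is the fitted concentration of half-maximal effect; 0% = uninhibited 1x PFK enzyme wells and -100% = no-enzyme wells; nearly all actives have a fitted effect of over 60% in size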
# Target sequence (O15648 whole entry, looked up): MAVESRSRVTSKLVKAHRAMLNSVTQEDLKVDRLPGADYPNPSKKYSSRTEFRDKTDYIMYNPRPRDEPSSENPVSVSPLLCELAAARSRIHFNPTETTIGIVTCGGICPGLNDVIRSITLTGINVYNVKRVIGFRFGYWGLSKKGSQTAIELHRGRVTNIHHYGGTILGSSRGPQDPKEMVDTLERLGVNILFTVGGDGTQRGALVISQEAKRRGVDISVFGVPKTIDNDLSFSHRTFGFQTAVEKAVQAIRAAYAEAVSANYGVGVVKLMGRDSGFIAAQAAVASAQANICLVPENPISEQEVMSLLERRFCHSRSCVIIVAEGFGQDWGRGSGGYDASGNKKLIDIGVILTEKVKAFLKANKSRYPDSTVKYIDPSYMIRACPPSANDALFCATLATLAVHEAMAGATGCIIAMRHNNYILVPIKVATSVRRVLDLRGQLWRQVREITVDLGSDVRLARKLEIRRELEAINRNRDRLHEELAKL
#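 PFK 1.25 nM, F6P 0.5 mM, ATP 0.1 mM, 0.1 M TEA pH 8.0, 5 mM MgCl2, 0.01% Tween20, 0.1% BSA; 45 min RT. ADP-Glo readout. qHTS titration up to 57 uM; curves fitted, compounds curve-classed.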
# Giardia kill: Small Molecules that selectively kill Giardia lamblia: qHTS. activity change, % at 7.66 µM, hits read low. AID 540267, 2011. Giardia lamblia trophozoite viability. hit rate 0.15% among 340,000; in the data active = activity change below about -80%; inconclusive = between about -30% and that limit;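 note: parasites exposed to compound for two days anaerobically before the ATP read; % is set by controls: 0 for no effect and ±100 for the full control effect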
#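 Giardia lamblia trophozoites (100 cells/well) were incubated with compounds for 48 h at 37 deg C under anaerobic conditions. Viability was read as ATP content by one-step luminescence after 15-30 min at room temperature.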
# TCR act: Activators of T cell receptors: qHTS campaign; primary human leukocytes, anti-CD3, IL-2 HTRF, 48 h; Potency, µM (highest dose often 9.22 µM), without a hit: at the top dose activation of IL-2 secretion, actives largely listed as activators; 330,000 tested, under 10 active; note: % of control where 0% means no effect
#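 TCR engagement came from a-CD3 beads alone, with compounds added to primary human leukocytes for 48 hr. Secreted IL-2 bridged europium cryptate- and d2-labelled anti-IL-2 antibodies, giving FRET emission at 665nm after 320nm excitation.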
# TSHR antagonist: Antagonists of the Thyroid Stimulating Hormone Receptor: HTS campaign; Thyrotropin receptor (Homo sapiens), P16473; TSHR-expressing cells, TSH-stimulated cAMP HTRF, 2 h; hits give low values; activity change, negative = inhibition, % at 11.5 µM; hit rate 0.2% among 330,000; AID 504810, 2011;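 active = activity change below a set negative limit, meaning inhibition stronger than a set level, cut at about -70% in these data; inconclusive = activity change between two set negative limits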; note: % is set by controls: 0 for no effect and ±100 for the full control effect
#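 Inhibition of cAMP made by TSHR-expressing cells under TSH stimulation (4nM final, EC80; 2 h, 37 deg C) is quantified with a one-step lysis HTRF kit, anti-cAMP cryptate versus cAMP-d2.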
# A-T KAP1 phos: qHTS Assay for Identifying a Potential Treatment of Ataxia-Telangiectasia | hit rate 0.19% among 320,000 | AID 485349, 2010 | […] A-T fibroblasts, KAP-1 phosphorylation AlphaLISA; neocarzinostatin DNA damage 30 min before lysis | Potency, µM (series often up to 57.5 µM), inactives show at the highest dose activation, usual class: activators; note: potency is the fitted concentration of half-maximal effect; % of control where 0% means no effect; nearly all actives have a fitted effect of over 45% in size
#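 ATM-like activity read as KAP-1 phosphorylation via AlphaLISA donor/acceptor antibody pairs after lysis and 6 hr at 25C. Cells were ATM-null patient fibroblasts ([…], hTERT), dosed 60 min, then exposed to the DSB inducer NCS for 30 min.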
# An asterisk follows results filed as active; ? = inconclusive; nt = not tested or not shown; [ ] = another dose, or the depositor's remark. Unless noted, calls come from the whole dose curve; as a rule, active = well fitted curve in the direction sought with a large enough effect; inconclusive = small, poorly fitted or top-dose-only effect, or another doubt; inactive = no such curve, though single readings can be large; an effect the other way counts as inactive or inconclusive.
SMILES,GALK inhibitor,FBPA coupling cs,hERG WT inh,BCR signal inh,CXXC DNA block,Tb PFK block,Giardia kill,TCR act,TSHR antagonist,A-T KAP1 phos
CCn1c(SCC(=O)NCc2ccccc2)nnc1-c1ccccc1O,-3%,2,-6,4%,4%,-5%,2,5%,-7,1%
COc1ccc(OCC(=O)OCC(=O)NC2CCCC2)cc1,nt,nt,-6,-1%,nt,2%,-7,-2%[46.1 µM],-1,6%
O=C(Nc1ccc([N+](=O)[O-])cc1)c1cc(Cl)sc1Cl,2%,nt,-5,-9%,9%,2%,-29,-9%,-13,11%
Cc1ccc(OC(=O)c2cccc(S(=O)(=O)N3CCCC3)c2)c(-n2nc3ccccc3n2)c1,1%,6,-1,2%,-6%,0%,-10,-10%[46.1 µM],26,7%
COCCN1C(=O)C(=O)/C(=C(/O)c2cccc(S(=O)(=O)N(C)C)c2)C12C(=O)N(C)c1ccccc12 (stereo not drawn),-4%,9,3,1%,14%,0%,3,2%,-3,-6%
CCOc1ccc(CCNC(=O)C2CCCN(c3nnc(-n4cccc4)s3)C2)cc1OCC (stereo not drawn),1%,7,23,7%,13%,0%,0,3%,21,3%
CCn1c(SCC(=O)Nc2cccc(F)c2)nc2c(c1=O)SC(C)C2 (stereo not drawn),1%,-1,0,-4%,-4%,7%,2,10%[46.1 µM],-13,-1%
CC(C)C(C(=O)O)N1C(=O)/C(=C/C=C/c2ccco2)SC1=S (stereo not drawn),-6%,-18,-16,?,-6%,?,14,0%,3,-14%
CN(CC(=O)Nc1ccc(Cl)c(C(F)(F)F)c1)C(=O)c1cccc2cccnc12,nt,nt,4,-1%,nt,-9%,7,0%,1,-2%
COc1ccc(-n2nc(C(=O)Nc3nc4ccc(OC)cc4s3)c3ccccc3c2=O)cc1,3%,1,0,-2%,-5%,5%,-8,-6%[46.1 µM],-1,0%
CCOC(=O)c1cc(-c2ccccc2C)n(CC2CC(c3ccc(OC)cc3)=NO2)n1 (stereo not drawn),nt,nt,-1,?,nt,16%,4,-1%,10,3%
CN(C)c1ccc(/C=N/N=C2/NC(=O)/C(=C/c3ccc([N+](=O)[O-])cc3)S2)cc1,2%,1,-12,?,-10%,2%,-93*,0%,7,-4%
COc1ccc(CSC(=N)N)cc1[N+](=O)[O-],3%,0,15,?,15%,-3%,4,-5%,-5,nt
COc1ccc(/C=c2\sc3nc(-c4ccccc4OC)nn3c2=O)c(OC)c1,1%,3,2,-1%,-21%,1%,-6,1%,5,-17%
O=C(Nc1ccc(Br)cc1)NC1CCCCCCC1,3%,-2,1,0%,-3%,-9%,7,4%,-31,11%
CC(=O)Nc1ccc(S(=O)(=O)NCC(=O)OCC(=O)N2CCc3ccccc32)cc1,-3%,2,-5,-3%,8%,4%,-3,-3%,-4,4%
COc1cnc(-c2ccccn2)nc1Sc1cccc(Cl)c1,-4%,-1,-14,-6%,33%[activator],0%,-22,6%,-2,-3%
O=C(C1Cc2ccccc2CN1C(=O)c1ccccc1)N1CCN(c2ccccc2)CC1 (stereo not drawn),0%,3,2,?,20%,-22%,9,-2%,-1,15%
CCN(CC)CCNC(=O)C1CCC(=O)N(c2ccc(OC)cc2)C1c1ccc(F)cc1 (stereo not drawn),0%,-2,-2,-8%,-5%,1%,-4,nt,7,8%
NNC(=O)c1sc(-c2ccc(Cl)cc2)cc1N,-4%,-2,2,-1%,11%,-8%,-13,3%,-21,-1%
COc1ccc(CNC(=O)C2CCN(C(=O)c3ccco3)CC2)cc1,-3%,-2,-4,-1%,2%,2%,0,3%,9,-4%
O=C(CC1Oc2ccccc2NC1=O)NCCCN1CCOCC1 (stereo not drawn),-3%,0,-29,-5%,-2%,-8%,-21,-3%,-1,5%
Cc1nc(NC(=O)c2ccc(Cl)cc2)sc1-c1csc(Nc2cccc(F)c2)n1,nt,-1,nt,?,19%,-4%,nt,nt,-7,5%
COC(=O)c1ccc(NC(=O)Cn2nc(C)c3ccccc3c2=O)cc1,2%,1,-9,-1%,-10%,1%,-5,-4%,-12,8%
Cc1c(Cl)cccc1NC(=O)CCC(=O)N/N=C/c1ccc[nH]1,0%,-11,1,-4%,18%,14%,2,-6%[46.1 µM],13,-2%
# Continued:
SMILES,GALK inhibitor,FBPA coupling cs,hERG WT inh,BCR signal inh,CXXC DNA block,Tb PFK block,Giardia kill,TCR act,TSHR antagonist,A-T KAP1 phos
CNC(=O)CCn1nc(-c2ccccc2)c2ccccc2c1=O,4%,0,-8,0%,-3%,-7%,-25,1%,-13,13%
COC(=O)CSc1nc2c(c(=O)n(C)c(=O)n2C)n1CCCc1ccccc1,7%,1,0,-2%,6%,-4%,3,4%,-8,11%
CCC(C)C(=O)N1CCCC(c2nc(-c3cccs3)no2)C1 (stereo not drawn),1%,2,11,?,-1%,11%,-11,-1%,2,1%
Cc1cc(C)cc(NC(=O)CN(Cc2ccccc2)S(C)(=O)=O)c1,-9%,8,1,-6%,-4%,-7%,18,6%[46.1 µM],-1,nt
Cc1nc(Nc2ccc(S(N)(=O)=O)cc2)sc1C(=O)Nc1ccccc1,-3%,0,-1,0%,-1%,-1%,4,3%,-12,0%
CCCCCCn1cc(C(=O)O)c(=O)c2cc(F)c(N3CCN(C)CC3)cc21,4%,0,-11,4%,-11%,2%,8,-11%,-1,-3%
Clc1cccc(/C(Cc2nc3ccccc3[nH]2)=N\Nc2ccccc2)c1,-2%,1,-1,?,5%,0%,0,-10%[46.1 µM],-2,-1%
COCCNc1nnnc2c1sc1nc(N3CCOCC3)c3c(c12)CC(C)(C)OC3,-1%,4,1,?,3%,-6%,8,5%,-5,4%
CC12CC3(C)CC(C)(C1)CC(C(=O)NC(=S)NC(C)(C)C)(C2)C3,4%,-3,-8,4%,6%,-13%,0,-10%[46.1 µM],2,11%
COc1cccc(/C=C/C(=O)NCc2cn3cc(Cl)ccc3n2)c1OC,13%,1,5,-9%,7%,2%,-20,2%,13,1%
CN1CCN(CCC(=O)N/N=C/c2cc3c(cc2[N+](=O)[O-])OCO3)CC1,-3%,1,-6,5%,?,1%,-6,4%,1,5%
O=C(CN(c1ccccc1F)S(=O)(=O)c1ccccc1)N1CCCCCC1,-4%,5,-9,0%,-6%,0%,-11,-5%,5,13%
CC1CC(=O)C=C(O)C1C(=O)OC(C)(C)C (stereo not drawn),1%,3,21,-4%,5%,2%,-3,1%,-11,7%
N[C@@H](Cc1ccc(O)cc1)c1nnc([C@H](CCC(=O)O)NC(=O)C2CCNCC2)o1,1%,0,-13,-2%,-6%,-8%,-12,-5%,-2,5%
CCN(CC(=O)NCc1cccs1)C(=O)C1CC(=O)N(c2ccc(OC)cc2OC)C1 (stereo not drawn),nt,nt,-2,-2%,nt,1%,9,9%,-1,-3%
Cc1cccc(OCC(=O)NC(Cc2ccccc2)C(=O)O)c1 (stereo not drawn),0%,7,-8,8%,-2%,0%,-13,-5%[46.1 µM],-1,13%
COc1ccccc1NC(=O)Nc1ccc(CC#N)cc1,nt,0,2,?,-1%,5%,8,-4%,-6,5%
COc1cc2c(C)nc(C)c(C#N)c2cc1OC,-1%,-1,-16,2%,-1%,-7%,-5,-7%,1,-5%
O=C1CSC(c2ccc(Cl)cc2)N1c1cccnc1 (stereo not drawn),0%,1,-7,-7%,4%,0%,-6,-3%,-3,-2%
CC(C)CC1(C)NC(=O)N(CC(=O)Nc2cccc(S(=O)(=O)N(C)c3ccccc3)c2)C1=O (stereo not drawn),6%,0,-2,?,18%,-6%,6,4%,-5,3%
COc1cccc(C(=O)Nc2nc(-c3ccccc3)c(-c3ccccc3)o2)c1,nt,-1,-3,?,0%,1%,-2,2%[46.1 µM],-17,8%
CCC(C)C(NC(=O)c1ccc(Cl)cc1)C(=O)Nc1cccnc1 (stereo not drawn),12%,-6,0,-1%,-3%,3%,0,-1%,-7,-3%

# Source: PubChem (National Center for Advancing Translational Sciences (NCATS))
